Cardiac RTF inh = cardiac RTF calcium sensitivity inhibitors, primary screen, biochemical, IANBD-TnC fluorescence, EC70 calcium; actives 0.12% (n = 340,000); Troponin I, cardiac muscle (Homo sapiens) + Troponin T, cardiac muscle (Homo sapiens) + …; IANBD-labeled cardiac RTF, Ca2+ fluorescence; inhibition, % at 7.15 µM;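 active = inhibition above the mean inhibition of all tested compounds plus 3 SD, cut at about 17% in these data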;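 note: assay run at fixed EC70 calcium of 1.6 mM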
HTR5A ag = HTR5A agonists in luminescence cell assay, primary screen, counter-screen for OPRM1-OPRD1 heterodimer agonist project, full-deck HTS; cell-based; activation, % at 9.3 µM; actives 0.61% (n = 340,000); in the data active = activation mostly above about 9.5%, no sharp cut-off; inactive = mostly below about 7.6%;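 note: 0% = cells with vehicle only and 100% = reference agonist; strong numbers were not always called active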
Keap1-Nrf2 PPI = Keap1-Nrf2 protein-protein interaction inhibitors, primary screen, biochemical, fluorescence polarization, single point; Kelch-like ECH-associated protein 1 (Homo sapiens), Q14145; Keap1 Kelch-Nrf2 peptide fluorescence polarization, 1536-well; inhibition, % at 9.4 µM; actives 0.15% (n = 340,000); AID 504523, 2011; in the data active = inhibition above about 12%;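 note: human Keap1 Kelch domain with fluorescein labeled Nrf2 9mer peptide probe; 0% = neutral control wells and 100% = peptide positive control; higher means more block of Keap1 binding to Nrf2 peptide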
CAL-PDZ inh HTS = untagged CAL PDZ binding inhibitors, primary screen, biochemical, fluorescence polarization, HTS; Golgi-associated PDZ and coiled-coil motif-containing protein (Homo sapiens), Q9HD26; inhibition, % at 24.9 µM; actives 0.92% (n = 300,000); AID 602252, 2012; purified CAL PDZ, TMR-peptide fluorescence polarization, 1 h;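 active = mean inhibition of at least 30% with at least half of replicates also reaching 30%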;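 note: 0% = DMSO neutral control and 100% = excess unlabeled competitor peptide PRC23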
OPRM1-OPRD1 ag = agonists of OPRM1-OPRD1 heterodimerization, primary screen, cell-based, luminescence; cells; Mu-type opioid receptor (Homo sapiens) + Delta-type opioid receptor (Homo sapiens), …; actives 0.3% (n = 340,000); activation, % at 9.3 µM; in the data active = activation above about 18%;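 note: 0% = vehicle-treated cells and 100% = reference agonist; values of inactives mirror those of a sister screen read the other way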
Target sequence (P35372 whole entry, looked up): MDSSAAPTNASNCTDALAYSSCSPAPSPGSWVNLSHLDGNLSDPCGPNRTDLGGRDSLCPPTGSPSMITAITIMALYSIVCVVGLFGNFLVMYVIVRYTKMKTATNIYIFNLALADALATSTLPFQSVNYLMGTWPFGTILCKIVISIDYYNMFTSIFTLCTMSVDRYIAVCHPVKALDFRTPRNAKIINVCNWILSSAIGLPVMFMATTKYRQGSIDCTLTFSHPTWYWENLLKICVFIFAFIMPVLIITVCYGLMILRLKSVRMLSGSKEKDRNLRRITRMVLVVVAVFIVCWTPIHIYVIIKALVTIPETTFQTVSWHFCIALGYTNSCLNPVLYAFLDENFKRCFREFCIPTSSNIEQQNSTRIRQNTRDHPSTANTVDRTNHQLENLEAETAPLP
Target sequence (P41143 whole entry, looked up): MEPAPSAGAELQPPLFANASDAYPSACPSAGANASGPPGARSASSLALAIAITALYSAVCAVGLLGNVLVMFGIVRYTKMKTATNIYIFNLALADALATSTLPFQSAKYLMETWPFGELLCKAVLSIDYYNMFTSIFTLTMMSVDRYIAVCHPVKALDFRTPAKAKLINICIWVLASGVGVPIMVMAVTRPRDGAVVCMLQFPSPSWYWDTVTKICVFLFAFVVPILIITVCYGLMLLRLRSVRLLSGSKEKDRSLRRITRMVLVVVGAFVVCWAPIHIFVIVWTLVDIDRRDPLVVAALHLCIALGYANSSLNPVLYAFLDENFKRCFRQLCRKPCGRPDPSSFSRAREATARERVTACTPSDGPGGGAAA
V-ATPase pHluor = regulators of yeast V-ATPase proton pumping, primary screen, pHLuorin cytosolic pH fluorescence; S. cerevisiae; response, % at 10 µM; actives 0.37% (n = 350,000); in the data active = response mostly above about 7.3%, no sharp cut-off; inactive = mostly below about 5.4%; note: actives read high; inactives centre near 0; some compounds called inactive have numbers as strong as hits; reference of the scale not given here
HTR5A inv ctr = HTR5A inverse agonists in luminescence cell assay, primary screen, counter-screen for OPRM1-OPRD1 heterodimer inverse agonist project, full-deck HTS | 5-hydroxytryptamine receptor 5A (Homo sapiens), P47898 | AID 504634, 2011 | actives 0.083% (n = 340,000) | inhibition, % at 9.3 µM | HTR5A cell line, inverse agonism; in the data active = inhibition mostly above about 23%, no sharp cut-off; inactive = mostly below about 18%;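 note: 0% = cells with DMSO and 100% = no-cell wells with DMSO; some compounds called inactive have numbers as strong as hits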
cardiac RTF act = cardiac RTF calcium sensitivity activators, primary screen, biochemical, IANBD-TnC fluorescence, EC20 calcium. IANBD-labeled TnC RTF fluorescence at EC20 calcium; 0% EC20 calcium, 100% full calcium. activation, % at 7.2 µM. actives 0.24% (n = 340,000). AID 493008, 2010;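 active = activation above the mean over all tested compounds plus 3 SD, cut at about 30% in these data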;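 note: rise in fluorescence read as greater calcium sensitivity of cardiac thin filaments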
LANA DNA inh = inhibitors of KSHV C-LANA binding to DNA, primary screen, biochemical, fluorescence polarization, FAM-LBS DNA, MBP-C-LANA, single point. Kaposi's sarcoma herpesvirus LANA C-terminal domain (residues 932-1162) DNA binding. inhibition, % at 9 µM. actives 0.078% (n = 340,000);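 active = highest replicate inhibition at or above 60% at 9 µM, even if other replicates fall short; inactive = all replicates below 60% inhibition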;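 note: 0% = neutral control wells and 100% = 4 µM acridine orange control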
OPRM1-OPRD1 inv = inverse agonists of MOR-DOR heterodimerization, primary screen, cell-based, luminescence; actives 0.21% (n = 340,000); cell-based MOR-DOR heterodimer luminescence, inverse agonism; inhibition, % at 9.3 µM; AID 504357, 2011; in the data active = inhibition above about 22%, passing the limit was not always enough;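 note: 0% = cells with DMSO and 100% = wells without cells with DMSO; values of inactives mirror those of a sister screen read the other way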
Starred values were filed as active, the others as inactive; . = not tested or not shown.

compound	HTR5A inv ctr	Cardiac RTF inh	CAL-PDZ inh HTS	V-ATPase pHluor	HTR5A ag	OPRM1-OPRD1 ag	LANA DNA inh	OPRM1-OPRD1 inv	Keap1-Nrf2 PPI	cardiac RTF act
O=C(COC(=O)Cc1ccccc1[N+](=O)[O-])Nc1nnc(-c2ccccc2)o1	-17	-10	-4	0	6	-2.4	-0.6	12	4	-7
O=C(NCc1n[nH]c(=S)n1-c1ccccc1)c1ccc(S(=O)(=O)N2CCCCC2)cc1	6	2	-2	0	-2	1.3	0.6	-9	-4	-3
O=[N+]([O-])c1cnn(-c2nc(-c3ccccc3)cc(C(F)(F)F)n2)c1	-1	2	-5	4	1	-3.7	-1.0	20	-2	-2
O=C(Nc1nnc(SCc2ccc(F)cc2)s1)c1ccco1	9	8	-5	-1	-3	-2.7	-1.9	15	2	1
Cc1ccc(CSCC(=O)Nc2ccccc2C(=O)O)cc1	19	-5	-3	-2	5	2.1	0.0	-12	2	-4
CCOC(=O)C1CCN(C(=O)CN(c2ccc(OC)c(OC)c2)S(=O)(=O)c2ccccc2)CC1	19	-21	-1	4	-7	-2.6	0.5	14	0	-2
COc1cccc(C2C3=C(N=c4s/c(=C\c5cccc(O)c5)c(=O)n42)c2ccccc2CC3)c1OC (configuration not stated)	6	-2	-3	6	0	0.8	1.5	-4	3	-14
COc1cc(C(=O)NNC(=O)CCOc2ccccc2)cc(OC)c1OC	-2	-6	-4	9	0	-1.6	4.1	7	-5	1
O=C(Nc1ccnn1C1CCN(C(=O)c2ccc(F)cc2)CC1)C1CCOC1 (configuration not stated)	2	1	-5	0	3	-2.2	-0.8	12	-2	-6
Cc1cc(Br)ccc1NC(=O)C1C2CCC(O2)C1C(=O)O (configuration not stated)	-12	-5	-9	0	3	-2.8	-0.9	14	-2	-3
CC(C)[C@H](NC(=O)c1ccccc1)C(=O)OCC(=O)N1CC(=O)Nc2ccccc21	-25	-8	-1	-2	2	-2.0	1.7	11	2	0
Cc1ccc2cc(C#N)c(NCCCNC(=O)C3CCCO3)nc2c1 (configuration not stated)	2	-7	-4	0	-1	-0.2	-0.4	1	-2	2
Cn1c(NC(=O)c2ccc(Cl)cc2)c(-c2ccccn2)c(=O)c2ccccc21	-22	-5	0	4	3	-2.0	0.0	11	-3	1
COc1ccc(CC(=O)Nc2ccc(S(=O)(=O)Nc3cc(C)on3)cc2)cc1OC	9	-5	.	4	-5	-2.7	-0.7	11	4	1
CCOc1ccc(C(=O)N[C@H](C(=O)Nc2cccc(S(=O)(=O)N3CCCCC3)c2)C(C)C)cc1	-23	7	-5	-2	-1	-3.1	-0.3	16	3	2

The last 2 compounds of the part above lead into the next:
compound	HTR5A inv ctr	Cardiac RTF inh	CAL-PDZ inh HTS	V-ATPase pHluor	HTR5A ag	OPRM1-OPRD1 ag	LANA DNA inh	OPRM1-OPRD1 inv	Keap1-Nrf2 PPI	cardiac RTF act
COc1ccc(CC(=O)Nc2ccc(S(=O)(=O)Nc3cc(C)on3)cc2)cc1OC	9	-5	.	4	-5	-2.7	-0.7	11	4	1
CCOc1ccc(C(=O)N[C@H](C(=O)Nc2cccc(S(=O)(=O)N3CCCCC3)c2)C(C)C)cc1	-23	7	-5	-2	-1	-3.1	-0.3	16	3	2
COc1cc(-c2nn3c(COc4ccccc4)nnc3s2)cc(OC)c1OC	6	-1	-14	1	7	-0.9	1.0	5	-6	-1
CCOc1cc(NC(=S)NCC(C)C)c(OCC)cc1NC(=O)c1ccco1	-7	6	2	7	1	-1.0	1.1	6	-5	3
COc1ccc(COCC(CC(C)C)N2CCN(C(=O)c3cccc(C(F)(F)F)c3)CCC2=O)cc1 (configuration not stated)	-29	-1	-3	5	2	2.3	-1.3	-13	-3	-3
COc1ccccc1CNC(=O)c1cc(-c2ccncc2)nc2c(Cl)cccc12	8	3	-6	0	-4	0.0	-1.8	0	3	-4
CC(=O)Nc1ccc(NC(=O)CCn2cnnn2)cc1	-5	14	-3	1	2	0.3	-0.3	-2	2	0
COc1ccc(-c2nnc(Sc3nc4ccccc4o3)c3ccccc23)cc1	6	-18	-5	-3	-2	0.8	-1.1	-5	-6	-1
Cc1ccc(N(CC(=O)N2CCOCC2)S(C)(=O)=O)cc1	8	-21	3	-4	-3	-0.1	51	1	0	1
Cc1nc2cc(N3CCCCC3)c(NC(=O)c3cccnc3)cc2c(=O)n1Cc1ccccc1	-28	-2	-4	-1	4	-2.6	-1.6	15	-4	-1
CCC(C)NC(=O)c1ccccc1C(=O)NC(C)CC (configuration not stated)	-1	0	-2	0	0	-3.1	0.5	17	1	4
Cc1nnc(SCc2cc(=O)[nH]c(/N=C(\N)Nc3ccccc3)n2)s1	-4	2	-4	-3	1	-2.8	-4.3	14	-2	-4
CCOC(=O)C1=C(C)N(C)C(=O)NC1c1c(C)nn(-c2ccccc2)c1C (configuration not stated)	-1	-3	1	-2	-4	-2.1	-0.7	9	-4	-2
NC(=O)C1CCN(CC(=O)Nc2ccccc2Sc2ccccc2)CC1	-30	-6	0	-3	11	-1.5	-0.2	9	6	-8
Cc1ccc(SCC(=O)N(Cc2nc(-c3ccccc3)no2)C(C)C)cc1	9	-5	-1	-1	-4	0.8	4.0	-4	0	2
CCOC(=O)CNC(=O)c1ccc(SCC)cc1	-17	2	.	-1	2	-3.9	0.4	19	1	-5
Cc1ccc([N+](=O)[O-])cc1NC(=O)c1ccccc1	15	-15	0	0	7	-3.7	1.7	17	-3	14
Cc1cccc(N/C(N)=N/c2nc(C(F)(F)F)cc(=O)[nH]2)c1C	-10	4	-2	-2	4	-1.0	2.1	5	-7	-3
O=c1oc(-c2ccccc2)nc2sc3c(c12)CCCC3	0	-5	-1	-1	-6	-1.2	0.6	6	-1	-1
COc1cc(C2=NOC(C(=O)NCc3ccc(F)cc3)C2)cc(OC)c1OC (configuration not stated)	-31	-8	.	-6	3	3.9	-1.4	-21	-6	4
Cc1cc(C)cc(C(=O)Nc2cccnc2Cl)c1	-9	-7	-1	-2	2	-1.0	2.1	5	3	-4
CCCn1c(SCC(=O)N2CCN(CC)CC2)nc2c1c(=O)n(C)c(=O)n2C	10	5	1	0	1	-2.2	0.2	14	-7	-1
Cc1cccc(Sc2c([N+](=O)[O-])ncn2C)n1	11	-1	0	1	-4	-5.0	0.3	22	-4	4
CC1CCN(CCOCCSc2ccc(Cl)cc2)CC1	-3	-6	0	0	1	0.6	-1.4	-4	0	-3
CCNC(=O)c1ccccc1NC(=O)c1cccc(S(=O)(=O)N2CCC(C)CC2)c1	5	-17	-3	-1	-1	2.7	5.3	-14	0	-4
CCOC(=O)c1cnc(-n2nc(C)cc2C)nc1NNc1nc(-c2ccccc2)cc(-c2ccccc2)n1	-4	-2	.	5	0	-4.0	0.0	21	2	-15
COc1ccc(C(C(=O)NC(C)(C)C)N(C[C@H]2CC[C@@H]([C@@H]3CC[C@H](CO)O3)O2)C(=O)c2ccccc2)cc1 (some centres not stated)	-10	-3	-3	-2	3	-2.2	-0.6	11	0	-1
COC(=O)CN(c1ccccc1F)S(=O)(=O)c1ccc(C)cc1	-3	0	-1	4	1	-3.7	-0.9	19	-2	1
O=[N+]([O-])c1ccc(C(=Nc2cccc3ccccc23)N2CCOCC2)cc1	8	5	.	-2	3	-2.2	-0.9	11	-4	-5
COc1ccccc1C1C(C(N)=O)=C(C)Nc2ncnn21 (configuration not stated)	-20	-9	-4	0	8	-2.9	-0.7	15	-6	1
COc1ccc(CCNC(=O)C2CCCN2C(=O)Nc2ccc(F)cc2)cc1OC (configuration not stated)	6	-9	-4	-4	-2	1.3	0.1	-6	-8	-1
Cc1ccc(Cn2nnc3c(=O)[nH]c(C4CCCN(S(=O)(=O)c5ccc(F)cc5)C4)nc32)cc1 (configuration not stated)	-33	-1	-13	1	-2	-1.4	0.0	7	0	-4

Reprinted at random: 5 records from the list
compound	HTR5A inv ctr	Cardiac RTF inh	CAL-PDZ inh HTS	V-ATPase pHluor	HTR5A ag	OPRM1-OPRD1 ag	LANA DNA inh	OPRM1-OPRD1 inv	Keap1-Nrf2 PPI	cardiac RTF act
COc1ccc(COCC(CC(C)C)N2CCN(C(=O)c3cccc(C(F)(F)F)c3)CCC2=O)cc1 (configuration not stated)	-29	-1	-3	5	2	2.3	-1.3	-13	-3	-3
Cc1cccc(Sc2c([N+](=O)[O-])ncn2C)n1	11	-1	0	1	-4	-5.0	0.3	22	-4	4
COc1ccccc1C1C(C(N)=O)=C(C)Nc2ncnn21 (configuration not stated)	-20	-9	-4	0	8	-2.9	-0.7	15	-6	1
COc1ccc(CC(=O)Nc2ccc(S(=O)(=O)Nc3cc(C)on3)cc2)cc1OC	9	-5	.	4	-5	-2.7	-0.7	11	4	1
O=C(NCc1n[nH]c(=S)n1-c1ccccc1)c1ccc(S(=O)(=O)N2CCCCC2)cc1	6	2	-2	0	-2	1.3	0.6	-9	-4	-3

The list goes on.
compound	HTR5A inv ctr	Cardiac RTF inh	CAL-PDZ inh HTS	V-ATPase pHluor	HTR5A ag	OPRM1-OPRD1 ag	LANA DNA inh	OPRM1-OPRD1 inv	Keap1-Nrf2 PPI	cardiac RTF act
Cc1ccccc1C(=O)NN(C)c1nc2ccccc2nc1C(F)(F)F	-7	0	-2	-4	1	-1.8	1.3	8	-3	-1
Cc1ccc(C(=O)N/N=C\c2ccccc2[N+](=O)[O-])cn1	12	-20	-4	0	-5	-0.3	-0.7	2	-3	-5
CCOc1cc(/C=N/NC(=O)C2CCCC2)ccc1OC(C)C	17	-4	.	1	-3	-1.6	0.0	11	-2	-6
Cc1cccc(CS(=O)(=O)Cc2ccc(C(=O)NC3CCCC3)o2)c1	6	-10	9	1	-2	0.0	-1.2	0	2	-7
CC(C)c1ccc(O)c(NC(=O)c2ncn[nH]2)c1	-8	-8	-9	-4	3	-1.1	0.8	5	-2	3
O=C(Oc1ccc(C(=S)N2CCOCC2)cc1Br)c1cc(Cl)ccc1Cl	-13	-3	0	2	-1	-1.7	0.2	9	-1	0

Compound activity (PubChem BioAssay)

Outcome played no part in choosing rows. Share with any hit: about 2.8%.
